Screens from PubChem.
SENP8 block-1: blocks the human protease SENP8 | 330,000 compounds, 1.2% hits | AID 2540 | inhibition, % at 10 µM | purified SENP8, Z-RLRGG-aminoluciferin cleavage, luminescence | Q96LD8; in the data active = inhibition above about 50%
SENP1 FRET inh: inhibitors of human SENP1 SUMO protease catalytic domain; Q9P0U3; recombinant SENP1 catalytic domain, CyPet-SUMO1-YPet FRET cleavage; inhibition, % at 10 µM; 360,000 compounds, 0.21% hits; AID 624204;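 active = inhibition at least 30% at 10 µM, raw YFP signal under a set limit, fluorescence ratio 0.5 to 1.5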;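 also: 0% = enzyme with DMSO and 100% = no enzyme wells; some results filed as inactive read as strong as hits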
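Test system: recombinant human SENP1 catalytic domain, His6-tagged / Medium: pH 8 Tris buffer with EDTA, NaCl, BME, BSA, NP40, catalase / Also added: SUMO1 FRET substrate flanked by Cypet and Ypet, 25 nM / Times: 50 min reaction at room temperature / Signal: FRET, CFP and YFP emission / Control set: no-enzyme low control and enzyme-plus-DMSO high control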
SENP6 block: blocks the human protease SENP6; Q9GZR1; AID 2599; 330,000 compounds, 1.8% hits; inhibition, % at 10 µM; Recombinant SENP6 catalytic domain, aminoluciferin luminescence;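 active = inhibition above about 50% at the single tested dose, limit read from the data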;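 also: plate controls were DMSO wells with enzyme for no effect and DMSO wells lacking enzyme for full effect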
HKDC1 inh: inhibitors of human hexokinase HKDC1. Q2TB90. recombinant HKDC1, G6PDH/diaphorase resazurin coupled fluorescence. inhibition, % at 20 µM. 340,000 compounds, 0.16% hits;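 active = inhibition above about 35% when tested at 20 µM, limit read from the data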;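 also: plate controls were DMSO wells with enzyme for no effect and DMSO wells lacking enzyme for full effect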
Target sequence (Q2TB90 whole entry, looked up): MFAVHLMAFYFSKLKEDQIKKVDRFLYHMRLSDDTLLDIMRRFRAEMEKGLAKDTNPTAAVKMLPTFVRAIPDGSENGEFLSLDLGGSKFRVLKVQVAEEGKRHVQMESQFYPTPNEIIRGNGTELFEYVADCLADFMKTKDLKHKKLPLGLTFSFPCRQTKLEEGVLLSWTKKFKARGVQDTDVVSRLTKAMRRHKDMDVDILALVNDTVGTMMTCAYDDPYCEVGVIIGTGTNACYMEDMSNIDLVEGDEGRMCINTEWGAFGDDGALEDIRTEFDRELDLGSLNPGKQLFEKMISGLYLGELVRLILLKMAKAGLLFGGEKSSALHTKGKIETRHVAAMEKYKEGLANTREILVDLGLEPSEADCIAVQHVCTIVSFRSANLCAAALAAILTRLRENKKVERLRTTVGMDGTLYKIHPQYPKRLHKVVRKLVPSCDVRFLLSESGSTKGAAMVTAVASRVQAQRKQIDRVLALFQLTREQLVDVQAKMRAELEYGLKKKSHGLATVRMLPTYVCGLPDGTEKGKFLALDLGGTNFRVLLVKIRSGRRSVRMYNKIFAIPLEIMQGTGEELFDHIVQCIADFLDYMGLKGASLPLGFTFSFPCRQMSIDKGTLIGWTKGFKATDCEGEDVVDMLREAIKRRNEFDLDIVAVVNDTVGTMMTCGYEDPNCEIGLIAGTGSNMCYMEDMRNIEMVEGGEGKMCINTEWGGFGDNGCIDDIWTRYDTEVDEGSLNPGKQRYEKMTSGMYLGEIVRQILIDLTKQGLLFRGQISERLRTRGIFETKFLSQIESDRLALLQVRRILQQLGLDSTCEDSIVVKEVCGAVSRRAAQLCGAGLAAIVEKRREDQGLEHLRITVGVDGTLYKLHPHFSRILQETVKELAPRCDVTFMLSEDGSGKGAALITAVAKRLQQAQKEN
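Incubation: 90 min at room temperature in dark / Material: recombinant HKDC1 (HK5) hexokinase enzyme, produced in-house / Quantity: enzyme 5 µg/mL final / Compound: one dose of 20 µM, 1% DMSO / Reagent: glucose and ATP substrates / Buffer or medium: Tris pH 8.0 buffer with MgCl2, Tween-20, BSA, BME / Technique: resorufin fluorescence at 613 nm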
Apaf1 inhib: human Apaf-1 inhibition; O14727; reconstituted apoptosome caspase-3 activity, DEVD-Rh110 fluorescence; inhibition, % at 20 µM; 330,000 compounds, 0.71% hits; AID 489030; active = inhibition of at least 40% at 20 µM;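 also: plate controls were DMSO wells for no effect and DEVD-CHO caspase inhibitor wells for full effect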
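System: reconstituted apoptosome with Apaf-1, cytochrome c, caspase-9, procaspase-3, dATP; Signal: Rh110 fluorescence intensity; Schedule: 30 min compound preincubation, 50 min activation, room temperature; Reagent: cytochrome c trigger plus (Z-DEVD)2-Rh110 caspase-3 substrate.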
PfGluPho inh: PfG6PD (Plasmodium falciparum) enzyme inhibition; PfGluPho enzyme, NADPH resazurin-diaphorase fluorescence; inhibition, % at 20 µM; 350,000 compounds, 0.78% hits; AID 504690;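 active = inhibition reaching at least a set limit at 20 µM in the primary screen, cut at about 59% in these data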;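 also: 0% = DMSO wells with substrate and 100% = DMSO wells lacking glucose-6-phosphate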
SENP7 block: blocks the human protease SENP7 | Q9BQF6 | recombinant SENP7, Z-RLRGG-aminoluciferin luminescence, 40 min | inhibition, % at 5 µM | 330,000 compounds, 1.5% hits;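 active = inhibition above about 50% at the single test dose, limit read from the data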;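 also: plate controls were DMSO with enzyme for no effect and no enzyme buffer wells for full effect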
SENP8 block-2: SENP8 (human) protease inhibition | inhibition, % at 20 µM | AID 602440 | Q96LD8 | 360,000 compounds, 0.64% hits | recombinant SENP8, Nedd8 substrate fluorescence; in the data active = inhibition mostly above about 40%, no sharp cut-off; inactive = mostly below about 27%
* = called active by the depositor; i = inactive; · = not tested or not shown.

#	mol	SENP8 block-1	SENP1 FRET inh	SENP6 block	HKDC1 inh	Apaf1 inhib	PfGluPho inh	SENP7 block	SENP8 block-2
1	CC(C)c1nc2oc3c(NCC4CCCO4)ncnc3c2c2c1COC(C)(C)C2 (stereo not drawn)	·	0	·	40*	·	66*	·	-307
2	CCCCNC(=S)NC(=O)c1ccccc1Br	-2	0	0	-6	7	-7	3	0
3	CC(NC(=O)Cn1c(NCCO)nc2ccccc21)c1ccccc1 (stereo not drawn)	-2	1	-11	-6	0	6	6	-2
4	O=C(/C=C/c1ccc(S(=O)(=O)N2CCOCC2)cc1)NCc1ccccc1F	-5	0	5	2	9	-1	-3	-1
5	CCc1nonc1NC(=O)c1oc2cc(C)c(C)cc2c1C	-4	4	-13	-1	6	-11	-6	-4
6	COc1ccc(C2C3=C(OC(C)=O)c4ccccc4C3=Nc3c2c(=O)n(C)c(=O)n3C)cc1 (stereo not drawn)	8	0	5	1	20	0	-6	-21
7	CCCCCn1c(CN2CCN(C(=O)OCC)CC2)nc2c1c(=O)n(C)c(=O)n2C	-3	1	-21	-7	9	9	9	8
8	CN(C(=O)CCNC(=O)Cn1ccc2ccccc2c1=O)c1ccc(Br)cc1	-2	0	15	-5	4	0	2	-19
9	COc1ccc(CCNC(=O)c2nn(C)c3c2CS(=O)(=O)c2ccccc2-3)cc1OC	8	3	11	-3	12	-2	-2	9
10	CCOc1ccc(CCNC(=O)CS(=O)Cc2nc(-c3ccc(C)cc3)oc2C)cc1 (stereo not drawn)	2	1	3	-3	7	-4	6	7
11	COc1cc(NC(=O)c2ccc(Cl)cc2)c(OC)cc1NC(=O)CN1CCCCC1	22	0	-12	1	11	7	-2	4
12	CCOC(=O)c1ccc(-n2c(C)ccc2C)cc1	3	-1	5	-7	-1	2	5	2
13	CC1(C)C(=O)Nc2ccccc2N1C(=O)COC(=O)c1cc(S(=O)(=O)N2CCOCC2)ccc1F	-1	2	-5	1	0	14	4	18
14	CCC(C)Cn1cnc2c(Sc3c([N+](=O)[O-])ncn3C)nc(N)nc21 (stereo not drawn)	·	2	·	10	·	10	·	8
15	COC1=NC(=C(c2ccccc2)c2ccccc2)OC1=O	·	3	·	1	·	-11	·	-492
16	CC(=O)N1c2ccc(S(=O)(=O)N3CCOCC3)cc2CC1C (stereo not drawn)	-3	1	2	3	-2	-15	7	13
17	Cc1cc(NC(=O)Cn2nc(C)c([N+](=O)[O-])c2C)no1	-3	1	-12	-3	-9	-2	5	0
18	O=S(=O)(c1ccc2nc(N3CCN(c4ccc(F)cc4)CC3)ccc2c1)N1CCCCC1	6	0	1	13	20	16	3	-349
19	C=CCN1C(=O)C2(C(C(=O)c3ccc(C)o3)=C(O)C(=O)N2CCCN2CCOCC2)c2ccccc21 (stereo not drawn)	-4	-1	13	-2	-3	-25	0	0
20	Cn1c(=O)c(C(=O)COC(=O)c2cc(-c3ccccc3)nc3ccccc23)c(N)n(Cc2ccccc2)c1=O	-2	·	-4	·	6	·	-8	·
21	Cc1ccc(C2C(C(=O)c3cccs3)=C(O)C(=O)N2CCN2CCOCC2)o1 (stereo not drawn)	8	-2	-3	0	-2	3	10	6
22	CN(C)/C=C(\C#N)c1nc2ccccc2[nH]1	-6	-26	-4	7	-27	-7	6	0
23	CC(=O)C[C@H](O)CC(=O)[C@H]1OC(=O)[C@H](C)CCCCc2ccccc21	5	-1	34	-2	-24	-8	6	-2
24	CC(=O)OCCN(C)c1cc(SC(C)C)c2nonc2c1[N+](=O)[O-]	0	5	4	-1	1	12	2	1
25	O=C(/C=C/c1cccc([N+](=O)[O-])c1)NCc1ccccc1	-5	3	8	-7	4	-5	2	2
26	CCc1ccccc1NC(=O)COC(=O)C1C2CC3OC(=O)C1C3C2 (stereo not drawn)	-1	-1	2	3	9	-4	4	5
27	CCCCNC(=O)COC(=O)c1cc(F)c(F)cc1Cl	-3	1	-2	-4	-17	-5	-4	5
28	COc1cccc(C(=O)Nc2ccc3[nH]ncc3c2)c1OC	-14	-2	-6	8	-8	-7	5	2
29	Cc1ccc(C2CC(=O)C(C=NCCN3CCN(C(=S)Nc4ccccc4)CC3)=C(O)C2)cc1 (stereo not drawn)	-2	0	3	-5	7	7	10	12
30	COc1cccc(NC(=O)C2=COCCO2)c1	-8	1	2	-3	-4	9	-8	2

Another view of four compounds above:
17) Cc1cc(NC(=O)Cn2nc(C)c([N+](=O)[O-])c2C)no1
  SENP8 block-1 = -3
  SENP1 FRET inh = 1
  SENP6 block = -12
  HKDC1 inh = -3
  Apaf1 inhib = -9
  PfGluPho inh = -2
  SENP7 block = 5
  SENP8 block-2 = 0
18) O=S(=O)(c1ccc2nc(N3CCN(c4ccc(F)cc4)CC3)ccc2c1)N1CCCCC1
  SENP8 block-1 = 6
  SENP1 FRET inh = 0
  SENP6 block = 1
  HKDC1 inh = 13
  Apaf1 inhib = 20
  PfGluPho inh = 16
  SENP7 block = 3
  SENP8 block-2 = -349
19) C=CCN1C(=O)C2(C(C(=O)c3ccc(C)o3)=C(O)C(=O)N2CCCN2CCOCC2)c2ccccc21 (stereo not drawn)
  SENP8 block-1 = -4
  SENP1 FRET inh = -1
  SENP6 block = 13
  HKDC1 inh = -2
  Apaf1 inhib = -3
  PfGluPho inh = -25
  SENP7 block = 0
  SENP8 block-2 = 0
20) Cn1c(=O)c(C(=O)COC(=O)c2cc(-c3ccccc3)nc3ccccc23)c(N)n(Cc2ccccc2)c1=O
  SENP8 block-1 = -2
  SENP1 FRET inh = ·
  SENP6 block = -4
  HKDC1 inh = ·
  Apaf1 inhib = 6
  PfGluPho inh = ·
  SENP7 block = -8
  SENP8 block-2 = ·

Following part:
#	mol	SENP8 block-1	SENP1 FRET inh	SENP6 block	HKDC1 inh	Apaf1 inhib	PfGluPho inh	SENP7 block	SENP8 block-2
31	CC(Nc1ccc2ccccc2c1)C(=O)N/N=C/c1ccncc1 (stereo not drawn)	48	10	56*	7	-5	-6	32	18
32	CCN(Cc1nc2cc(OC)c(OC)cc2c(=O)[nH]1)C(=O)c1ccc(S(=O)(=O)N(C)C)cc1	1	0	-6	-5	4	-7	3	19
33	CC(C)NC(=S)N/N=C/c1c[nH]c2ccccc12	6	1	5	12	-8	15	6	2
34	CCC(C)Sc1nc2c(c(=O)[nH]c(=O)n2C)n1C (stereo not drawn)	-11	-1	-2	-4	-4	5	2	19
35	CNc1nc(-c2ccc([N+](=O)[O-])cc2)cs1	-4	44*	1	-7	1	8	10	38
36	Cc1c(C(=O)N/N=C/c2ccccc2)sc(=S)n1C	-13	0	-19	3	19	-2	-10	33
37	C/C(Cn1cnc([N+](=O)[O-])n1)=N/NC(=O)COc1c(Cl)cc(Cl)cc1Cl	-2	0	-2	-1	-9	-8	-2	8
38	CC(OC(=O)C1CCC(=O)N1)C(=O)Nc1cc(Cl)cc(Cl)c1 (stereo not drawn)	-1	1	9	-6	-9	2	5	9
39	O=C(COC(=O)c1ccc[nH]c1=O)NC1CCCC1	-3	1	-26	-6	-5	-4	-3	30
40	CCOc1ccc(-n2c(Cc3cc(=O)[nH]c(=O)[nH]3)nnc2SCC(=O)NC2CCCC2)cc1	2	-12	-6	-4	-6	22	-2	-18
41	CC(=O)N(C)c1nnc(-c2ccccn2)s1	2	2	4	-7	-4	-10	7	-20
42	CCN1C(c2ccccc2)=C(c2ccccc2)S/C1=C/C=C1\SC(=S)N(C)C1=O	·	7	·	-1	·	9	·	17
43	COc1ccc(N/C=C\C(=O)c2ccc3c(c2)OCO3)cc1	51*	-19	76*	1	-5	-5	78*	-147
44	CCCOc1ccc(C2NC(=S)NC(c3ccccc3)=C2C(=O)Nc2ccc(C)cc2)cc1OC (stereo not drawn)	-9	1	-2	9	12	33	-1	13
45	COc1ccc(CC(=O)NCc2csc(-c3cccs3)n2)cc1OC	-8	-3	-4	-4	-3	1	-2	-138
46	COc1ccc(C(=O)C[n+]2cccc(Br)c2)cc1	-5	-1	-1	-5	5	-5	-7	-5
47	O=C(CC1C(=O)NCCN1Cc1ccc(Cl)c(F)c1)NCCc1cccnc1 (stereo not drawn)	1	-7	18	0	2	4	3	-6
48	COc1ccc(S(=O)(=O)Nc2cc(C(C)C)c(O)cc2C)cc1	3	0	10	4	1	-21	4	10
49	COc1ccccc1N1CCN(C(=O)CSc2nnc3c4ccccc4nc(Cc4ccccc4)n23)CC1	-10	·	1	·	23	·	-13	·
50	O=C(Nc1cccc(C(F)(F)F)c1)C1CCN(S(=O)(=O)c2ccc(N3CCCC3=O)cc2)CC1	-4	0	-5	4	6	-1	-21	-2
51	O=C(c1ccccc1)c1ccc2nc(-c3ccc(NC(=O)c4ccccc4F)cc3)[nH]c2c1	12	-1	-10	-9	-9	-16	5	-395
52	CC(Oc1ccc(Cl)cc1Cl)c1nc(-c2ccc(NC(=O)c3ccco3)cc2)no1 (stereo not drawn)	-3	-4	6	0	-1	5	6	5
53	CCOC(=O)c1cccc(C(=O)OCC)n1	4	0	-6	-4	-10	-3	0	26
54	Cc1cccc(NC(=O)C2CCCN2C(=O)Oc2ccccc2)c1 (stereo not drawn)	3	1	-34	4	-8	-1	1	13
55	CSc1ccc(S(=O)(=O)Nc2cccc(F)c2)cc1	-3	·	9	·	10	·	2	·
56	O=C(c1cnc(N2CCN(c3ncccn3)CC2)c2ccccc12)N1CCN(c2ncccn2)CC1	2	0	-7	-1	4	-2	0	i
57	O=C(Cn1ccc2cc(S(=O)(=O)N3CCCC3)ccc21)NCc1ccco1	-16	1	-3	-1	3	-22	-11	4
58	c1ccc2sc(NC3=NCN(CC4CCCO4)CN3)nc2c1 (stereo not drawn)	-1	-1	3	-12	-1	13	7	6
59	Cc1ccc2c(c1)cc(CN(Cc1ccco1)S(=O)(=O)c1ccccc1)c1nnnn12	-9	1	-11	-1	-5	6	-4	7
60	CC[C@]12c3[nH]c4ccc(Cl)cc4c3CCN1C(=O)[C@@H](CC(=O)NCCc1ccccn1)C[C@@H]2C(=O)N1CCN(C(=O)C2CC2)CC1	·	-2	·	8	11	-7	7	11
61	CC(C)NC(=O)c1cc2n(n1)C(C(F)(F)F)CC(c1ccco1)N2 (stereo not drawn)	1	-7	-22	8	18	-19	-2	14

Rows are unselected (roughly 3.6% active in at least one column).
